APP 5UTR inh – inhibitors of APP translation via 5'UTR reporter, primary screen, APP 5'UTR luciferase, SH-SY5Y cells; AID 1285, 2008; 0.82% of 190,000 active; inhibition, % at 2 µM; SH-SY5Y APP 5'UTR-luciferase reporter, luminescence;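 active means inhibition above a set limit, derived from the sample mean plus 3 SD, cut at about 45% in these data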; further: values of inactives mirror those of a sister screen read the other way
STAT1 act – STAT1 signaling activators, primary screen, cell-based, HTS, luciferase reporter | activation (% of control), % at 5.5 µM | NIH 3T3 STAT1-luciferase reporter, IFN-gamma, luminescence; 100% = IFN-gamma alone, no compound | AID 932, 2007 | 2.6% of 200,000 active;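 active means activation above the screen-wide mean activation plus 3 SD, cut at about 130% in these data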;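 further: raw ratio to IFN-gamma control signal so 100% means no change and 0% no light; values of inactives mirror those of a sister screen read the other way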
STAT1 blocker – STAT1 signaling inhibitors, primary screen, cell-based, HTS, luciferase reporter; NIH 3T3 STAT1-luciferase reporter, IFN-gamma, luminescence; inhibition, % at 5.5 µM; 0.35% of 200,000 active; AID 920, 2007;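 active means inhibition above a set limit, the mean inhibition across all tested compounds plus 3 SD, cut at about 34% in these data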;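 further: 0% = IFN-gamma with DMSO and 100% = IFN-gamma with 300 µM nifuroxazide; values of inactives mirror those of a sister screen read the other way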
TLR4 MyD88 comp – inhibitors of TLR4-MyD88 association in cells, primary screen, cell-based, HeLa CL3-4, BLA complementation, FRET ratio | inhibition, % at 8.4 µM | HeLa CL3-4 TLR4/MyD88 BLA complementation | Toll-like receptor 4 (Homo sapiens) + Myeloid differentiation primary response protein … | AID 861, 2007 | 0.18% of 200,000 active; in the data active means inhibition above about 25%;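 further: 0% = vehicle and 100% = reference inhibitor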
Target sequence (O00206 whole entry, looked up): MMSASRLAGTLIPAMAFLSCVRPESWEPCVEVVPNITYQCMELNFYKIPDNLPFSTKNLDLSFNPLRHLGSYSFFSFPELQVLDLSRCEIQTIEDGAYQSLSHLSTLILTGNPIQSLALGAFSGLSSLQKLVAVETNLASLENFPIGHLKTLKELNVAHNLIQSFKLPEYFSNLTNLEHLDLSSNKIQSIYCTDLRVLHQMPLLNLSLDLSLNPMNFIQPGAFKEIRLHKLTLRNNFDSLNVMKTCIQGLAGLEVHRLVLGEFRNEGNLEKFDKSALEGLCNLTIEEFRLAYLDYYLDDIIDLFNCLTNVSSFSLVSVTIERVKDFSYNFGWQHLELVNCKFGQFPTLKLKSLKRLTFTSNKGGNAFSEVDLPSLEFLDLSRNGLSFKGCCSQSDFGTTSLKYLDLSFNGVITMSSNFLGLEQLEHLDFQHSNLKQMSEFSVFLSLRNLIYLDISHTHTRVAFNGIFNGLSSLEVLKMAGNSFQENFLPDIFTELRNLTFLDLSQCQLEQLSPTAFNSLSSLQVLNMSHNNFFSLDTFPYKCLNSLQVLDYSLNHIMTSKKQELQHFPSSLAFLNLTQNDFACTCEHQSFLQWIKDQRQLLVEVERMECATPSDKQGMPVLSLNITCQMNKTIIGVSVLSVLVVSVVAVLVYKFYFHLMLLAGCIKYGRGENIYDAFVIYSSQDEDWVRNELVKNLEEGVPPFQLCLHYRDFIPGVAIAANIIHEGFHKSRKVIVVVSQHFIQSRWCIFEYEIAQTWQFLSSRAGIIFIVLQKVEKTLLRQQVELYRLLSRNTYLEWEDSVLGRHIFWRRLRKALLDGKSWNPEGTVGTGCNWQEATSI
Target sequence (Q99836 whole entry, looked up): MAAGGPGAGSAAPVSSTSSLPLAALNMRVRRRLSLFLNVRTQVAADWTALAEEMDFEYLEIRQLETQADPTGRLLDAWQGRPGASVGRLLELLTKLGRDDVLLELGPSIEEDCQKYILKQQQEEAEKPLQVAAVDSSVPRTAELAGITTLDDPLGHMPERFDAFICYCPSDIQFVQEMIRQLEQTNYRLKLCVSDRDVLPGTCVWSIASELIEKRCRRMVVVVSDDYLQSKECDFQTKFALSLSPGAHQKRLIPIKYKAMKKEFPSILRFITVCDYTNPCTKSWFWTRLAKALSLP
Diaphorase inh – diaphorase inhibitors and chemical oxidizers, primary screen, counter-screen for diaphorase-coupled primary assays, biochemical, uHTS, resorufin fluorescence. AID 1217, 2008. diaphorase resazurin-to-resorufin fluorescence, NADH, 16 min; bacterial (C. kluyveri) enzyme, not human. 0.69% of 190,000 active. inhibition, % at 20 µM;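 active means primary screen inhibition at 20 µM above a set limit, cut at about 50% in these data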;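 further: plate controls were DMSO with full reaction for no effect and wells lacking NADH for full effect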
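System: Diaphorase enzyme from Clostridium kluyveri | Amount: Enzyme working solution with 0.14 U/mL diaphorase | Benchmarks: No-NADH positive control and DMSO neutral control | Signal: Fluorescence of resorufin formed from resazurin, Ex 544/Em 590 nm | Schedule: 16-min room-temperature incubation before reading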
Hsp70 act – Hsp70 transcriptional activators, primary screen, cell-based, HeLa, Hsp70 promoter luciferase, luminescence, 10 µM; HeLa Hsp70 promoter luciferase reporter; scaled: vehicle 0, proteasome-inhibitor control 100%; activation, % at 10 µM; 0.04% of 200,000 active;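 active means activation above the mean across all tested compounds plus 3 SD, cutoff set per campaign, cut at about 5.5% in these data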;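 further: 100% = MG132 at 30 µM as the positive control and 0% = DMSO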
STAT3 activator – IL-6 driven STAT3 reporter potentiators, primary screen, U3A cells, luciferase, luminescence, MLSCN library. 0.91% of 190,000 active. activation (% of control), % at 5.6 µM. IL-6 STAT3-luciferase reporter; 100% = signal with IL-6 EC80 alone;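 active means activation above the screen-wide mean of compound activation plus 3 SD, cut at about 130% in these data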;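 further: 0% = background luminescence of wells with medium and substrate only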
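Material: STAT3-luciferase reporter U3A cells. Controls: IL-6-treated wells, 100% activation. Read-out: % activation versus median of IL-6-stimulated wells. Probe or stimulus: IL-6 stimulus at 33 ng/mL final. Timing: compound 1 h, then IL-6 6 h at 37 °C. Signal: reporter luminescence signal.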
G6PDH CS – L. mesenteroides G6PDH inhibitors, counter-screen for G6PDH-coupled screening assays, biochemical, Leuconostoc mesenteroides enzyme; inhibition, % at 5 µM; Purified L. mesenteroides G6PDH, diaphorase/resazurin coupled fluorescence, 45 min; 0.12% of 200,000 active; glucose-6-phosphate dehydrogenase [Leuconostoc mesenteroides]; in the data active means inhibition above about 50%
Diaphorase act – compounds boosting diaphorase resazurin reduction – biochemical, uHTS, resorufin fluorescence, counter-screen for diaphorase-coupled primary assays, primary screen; 0.005% of 190,000 active; activation factor at 20 µM; AID 1229, 2008; Diaphorase/resazurin coupled assay, 16 min; active compounds read high; 1 = vehicle wells, 0 = NADH-free wells;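 active means diaphorase activity raised at least twofold by the compound at 20 µM; inactive means activation factor below 2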
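Assay system: Purified diaphorase enzyme from Clostridium kluyveri | Amount: Enzyme 0.07 U/mL final | Dosing: Compound 20 µM once, DMSO 1% | Timing: 16 min reaction at room temperature | Detection: Fluorescence, excitation 544 nm and emission 590 nm | Evaluation: Higher resorufin formation from activation or reduction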
STAT3 blocker – IL-6 driven STAT3 reporter inhibitors, primary screen, U3A cells, luciferase, luminescence, MLSCN library; IL-6 STAT3-luciferase reporter; host cell line lacks STAT1; inhibition, % at 5.5 µM; 0.89% of 190,000 active; AID 862, 2007;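 active means inhibition above the mean inhibition across all screened compounds plus 3 SD, cut at about 44% in these data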;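 further: 0% = DMSO only wells and 100% = 100 µM nifuroxazide control wells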
Active calls of the source: *; . = not tested or not shown.

SMILES	APP 5UTR inh	STAT1 act	STAT1 blocker	TLR4 MyD88 comp	Diaphorase inh	Hsp70 act	STAT3 activator	G6PDH CS	Diaphorase act	STAT3 blocker
CC(C)c1nc(N2CCOCC2)c(C#N)c2c1COC(C)(C)C2	-16.2	100.3	-0.3	0.1	12.8	-0.2	97.9	0.4	0.9	7.6
Cc1ccc(C(=O)Nc2ccc(Oc3ccc(C(=O)O)c(C(=O)O)c3)cc2)cc1C	-4.0	99.5	0.5	8.3	10.0	-0.2	91.9	2.4	0.9	16.5
CCC(C)NC(=O)CCS(=O)(=O)c1ccc(Br)s1 (centres undefined)	5.2	99.9	0.1	-4.2	1.2	-0.4	101.1	17.6	1	2.5
O=C(NCc1ccco1)C1CCCN1C(=O)Nc1ccccc1Cl (centres undefined)	-12.5	97.6	1.7	3.6	7.4	0.6	106.1	17.9	0.9	0.6
CCOC(=O)c1ccc(NC(=O)Nc2cc(C)cc(C)n2)cc1	-5.1	101.5	-2.4	1.1	-7.0	0.0	87.6	-10.4	1.1	24.0
COc1ccc(Nc2nc(CC(C)=O)ns2)cc1	-9.4	126.9	-27.3	-3.9	4.0	0.3	116.4	-0.5	1	-18.2
COc1cc(/C=C2\CCc3ccccc3C2=O)cc(OC)c1OC	-6.9	94.8	5.8	-2.8	11.0	-0.1	95.5	4.3	0.9	9.6
CC(C)CCn1c(S(=O)(=O)O)nc2ccccc21	-1.0	93.2	7.5	4.0	5.5	0.0	97.6	3.0	0.9	6.9
Cc1nn(-c2ccc(F)cc2)c(C)c1CN1CCN(CCC(C)C)C(CCO)C1 (centres undefined)	6.0	94.7	4.3	3.4	-5.4	0.6	101.1	8.2	1.1	3.1
Cc1cc(=O)oc2cc3c(cc12)OCCN3	-2.3	97.6	2.7	-5.2	6.3	-0.4	89.0	3.4	0.9	16.5
Cn1c(=O)c2c(SCc3cccc(C(F)(F)F)c3)nc(-c3ccco3)nc2n(C)c1=O	6.0	91.2	9.6	-7.0	0.5	-0.2	103.3	1.5	1	-0.5
COc1ccc(CCn2c(-c3ccc(Cl)cc3)n[nH]c2=S)cc1OC	-1.4	99.9	-0.1	-1.6	10.7	-0.2	111.9	13.1	0.9	-13.0
O=C(Nc1ccccc1)Nc1nccs1	-1.3	123.0	-25.1	6.5	-7.3	0.1	88.4	4.7	1.1	17.3
Cc1cc(N2CCCC2=O)cc(C)c1S(=O)(=O)Nc1c(C)nn(C)c1C	8.7	92.6	7.5	6.4	7.8	-0.2	85.4	-4.3	0.9	21.6
Cc1cc(Nc2ccc(Br)c(C)c2)n2nc(C)nc2n1	1.5	91.7	9.8	5.3	9.2	-0.4	88.9	-15.3	0.9	13.8

Continued (4 carried over from the part before).
SMILES	APP 5UTR inh	STAT1 act	STAT1 blocker	TLR4 MyD88 comp	Diaphorase inh	Hsp70 act	STAT3 activator	G6PDH CS	Diaphorase act	STAT3 blocker
COc1ccc(CCn2c(-c3ccc(Cl)cc3)n[nH]c2=S)cc1OC	-1.4	99.9	-0.1	-1.6	10.7	-0.2	111.9	13.1	0.9	-13.0
O=C(Nc1ccccc1)Nc1nccs1	-1.3	123.0	-25.1	6.5	-7.3	0.1	88.4	4.7	1.1	17.3
Cc1cc(N2CCCC2=O)cc(C)c1S(=O)(=O)Nc1c(C)nn(C)c1C	8.7	92.6	7.5	6.4	7.8	-0.2	85.4	-4.3	0.9	21.6
Cc1cc(Nc2ccc(Br)c(C)c2)n2nc(C)nc2n1	1.5	91.7	9.8	5.3	9.2	-0.4	88.9	-15.3	0.9	13.8
Cc1cccc(C(=O)NCCN2CCOCC2)c1[N+](=O)[O-]	-6.5	88.8	12.5	-2.8	10.7	-0.5	105.6	18.0	0.9	-9.2
C=CCSc1nsc(N)n1	-7.5	109.1	-10.0	4.7	11.5	-0.3	104.3	1.6	0.9	-2.2
O=C(CSc1nnc(NC(=O)Cc2ccc(F)cc2)s1)NCc1ccco1	10.9	93.0	9.1	8.3	-7.9	-0.3	103.2	13.7	1.1	1.4
CCc1nc2c(c(=O)[nH]1)C1(CCCC1)Cc1ccccc1-2	-8.2	98.8	1.3	-9.1	-6.6	-0.4	97.1	3.8	1.1	6.0
O=C1CCC(=O)N1OCCCOc1ccc(Br)cc1Cl	36.3	100.9	-3.7	12.2	9.3	0.4	113.3	-4.5	0.9	-12.7
Cc1ccccc1NC(=S)NNC(=O)c1cccnc1	16.8	96.5	3.9	-1.2	13.8	0.0	105.5	-3.9	0.9	-8.4
C=CCn1c(SCC(=O)N(C)C2CCS(=O)(=O)C2)nnc1-c1ccncc1 (centres undefined)	0.0	104.5	-5.0	5.4	17.4	-0.1	97.4	-2.6	0.8	10.6
O=c1[nH]c(CSc2nc3ccccc3[nH]2)nc2c1cnn2-c1ccccc1	1.5	103.9	-4.3	2.8	1.5	-0.5	86.8	-21.4	1	13.6
CCc1c(C)nc2ncnn2c1N1CCC(C(=O)Nc2cccc(C(C)=O)c2)CC1	-13.6	102.6	-2.8	6.6	8.9	-0.4	91.3	11.7	0.9	13.9
Cc1cccc(NC(=O)c2c([N+](=O)[O-])c(C(C)(C)C)nn2C)c1	-4.8	94.6	5.3	-1.6	-0.2	-0.3	104.5	9.8	1	-4.1
CCOC(=O)CNC(=O)c1ccc(Cl)s1	-14.7	101.9	-1.9	-3.2	-9.0	-0.1	104.9	-3.1	1.1	-6.4
CC(=O)c1c(N2CCOCC2)nc(=S)n(-c2cc(C)ccc2C)c1C	-8.9	99.2	0.8	7.0	6.2	-0.2	99.8	-2.5	0.9	4.6
COc1ccc(Nc2nc(C)nc3sc4c(c23)CCC4)cc1O	7.3	101.1	-1.5	4.8	21.7	-0.1	86.0	17.8	0.8	23.2
Cc1cccc(N2CCN(C(=O)COc3cc(=O)n(C)c4ccccc34)CC2)c1C	2.5	96.9	3.4	2.4	9.4	-0.3	84.9	6.3	0.9	20.9
COc1ccccc1NC(=O)CNS(=O)(=O)c1ccccc1	-18.9	101.7	0.0	4.5	1.2	0.1	97.8	27.1	1	5.7
CC(C)N=C1SC(CC(=O)Nc2ccccc2)C(=O)N1C(C)C (centres undefined)	-7.9	104.8	-6.9	-0.2	10.4	0.0	96.1	8.1	0.9	8.9
O=C(Cn1c(=O)n(CC(=O)NCc2ccccc2)c2ccccc21)NCc1ccccc1	2.2	93.3	8.1	10.6	2.4	-0.2	98.2	2.7	1	4.4
O=C(O)CCCCCNS(=O)(=O)c1ccc2c(c1)OCCO2	12.4	97.1	3.8	15.6	6.2	0.0	99.6	9.0	0.9	1.0
CCOc1ccc(-c2nc(-c3ccccc3C)no2)cc1	-77.7	122.3	-24.4	3.2	12.6	-0.2	64.9	-28.8	0.9	46.2*
CCOC(=O)c1c(NC(=O)CSc2nnc(C)s2)sc2c1CCN(C)C2	-0.3	97.5	2.7	-12.1	-0.6	-0.4	97.6	-8.0	1	7.2
CCc1ccccc1N1CCN(S(=O)(=O)c2ccc(F)c(C)c2)CC1	2.8	102.1	-2.2	2.9	3.6	0.0	107.8	10.1	1	-4.6
O=c1c(-c2ccco2)[n+]([O-])c2ccccc2n1OCc1ccccc1[N+](=O)[O-]	-8.8	94.1	3.5	-1.0	32.4	-0.1	99.7	-7.9	0.7	5.1
COc1ccccc1CNC(=O)[C@@H]1CCCN1S(=O)(=O)c1ccc(C)cc1	11.9	94.9	4.1	3.6	4.3	-0.4	106.8	1.8	1	-1.0
Cc1cc(C)nc(/N=C(\N)Nc2ccccc2-c2ccccc2)n1	11.2	72.2	28.1	2.0	6.0	-0.2	94.6	12.2	0.9	13.1
COc1ccc(N(Cc2ccccc2)C(=O)c2ccccc2[N+](=O)[O-])cc1	-1.6	104.3	-4.6	8.2	7.3	-0.3	112.7	2.9	0.9	-8.4
c1ccc(-c2[nH]ncc2-c2nc3ccccc3[nH]2)cc1	1.2	89.6	11.4	5.2	23.8	0.2	91.2	5.1	0.8	15.2
CCCNC(=O)Nc1ccc2c(c1)nc(C)n2C	-9.5	108.0	-8.8	-2.6	9.1	0.0	97.5	-1.6	0.9	6.6
O=C(Nc1c2c(nc3ccccc13)CCCC2)c1cccc([N+](=O)[O-])c1	0.3	99.9	0.2	7.7	1.2	-0.2	99.8	6.3	1	-1.4
CC(C)N(Cc1nc(-c2ccc(Cl)cc2)no1)C(=O)CCCN1C(=O)c2ccccc2C1=O	.	98.3	1.9	-1.9	23.0	0.0	96.4	3.9	0.8	13.0
Cc1coc(C)c1C(=O)CC1(O)C(=O)N(CCc2ccccc2)c2ccccc21 (centres undefined)	-4.2	99.8	2.3	-5.7	10.0	-0.2	103.1	7.1	0.9	-2.3
CCN(CC)C(=O)c1sc(N)c(C(=O)OC(C)C)c1C	-12.7	104.5	-2.6	-9.6	6.9	-0.2	91.1	7.4	0.9	13.7
COc1ccc(C(=O)N2CCN(S(=O)(=O)c3ccc(C)cc3C)CC2)cc1OC	2.6	101.9	-5.0	-2.4	10.2	-0.1	103.3	3.9	0.9	-5.0
Cc1nn(C)c(C)c1NC(=O)CSc1nc(Cc2ccccc2)nc2c1cnn2-c1ccccc1	1.8	105.2	-5.7	-7.4	.	-0.2	97.7	.	.	7.1
COCCSc1nnc(NC(=O)C2CCCCC2)s1	-5.7	110.2	-11.3	-2.0	15.8	0.2	107.7	1.7	0.8	-4.3
Cc1nnnn1CC(=O)Nc1cccc([N+](=O)[O-])c1	1.8	98.4	-1.6	7.2	9.3	-0.1	107.6	4.7	0.9	-4.3
Cn1c(=O)c2c(nc(SCC(=O)NCc3ccc4c(c3)OCO4)n2Cc2ccc(F)cc2)n(C)c1=O	15.8	101.7	-1.8	8.2	-3.0	0.3	103.1	1.9	1	-2.7
Cc1ccc(S(=O)(=O)Cn2cnnn2)cc1	29.6	104.3	-5.8	-2.2	14.3	-0.2	99.0	3.9	0.9	7.5

Screening data deposited in PubChem by several laboratories.
